# Screening data as filed in PubChem BioAssay.
# Pin1 inhibitor: qHTS Assay to Find Inhibitors of Pin1 | Potency, µM (highest dose often 115 µM), without a hit: top-dose activity, negative = inhibition, actives largely listed as inhibitors | 0.009% of 390,000 active | AID 504891, 2011 | Pin1 FP peptide displacement, HiFluor488, 10 min | Peptidyl-prolyl cis-trans isomerase NIMA-interacting 1 (Homo sapiens), Q13526; active = well fitted inhibition curve with a large enough effect in the polarisation, with a control signal flat, not every such curve was filed as active; inconclusive = small, poorly fitted or top-dose-only effect, or effect the other way, or a change in a side signal; inactive = no such curve, though single readings can be large or run the other way; the % refers to the polarisation; also: % is scaled to controls: 0 for no effect and ±100 for the full control effect
# Tb PGK inh: qHTS Assay to Find Inhibitors of Phosphoglycerate Kinase; PGK/GAPDH coupled, Kinase-Glo luminescence, 60 min; Phosphoglycerate kinase, glycosomal (Trypanosoma brucei brucei), P07378; Potency, µM (series often up to 57.5 µM), without a hit: top-dose activity change, negative = inhibition, actives largely listed as inhibitors; 0.043% of 380,000 active; also: % is scaled to controls: 0 for no effect and ±100 for the full control effect; nearly all actives have a fitted effect of over 60% in size
#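 Recombinant glycosomal PGK reaction used 1,3-bisphosphoglycerate generated in-well by GAPDH (100nM final) in 100mM TEA pH 7.6, 5mM MgCl2, 0.01% Tween-20. After 60 minutes at room temperature, ATP was read by Kinase-Glo Plus luminescence end-point.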
# Pol iota inh: qHTS for Inhibitors of Polymerase Iota; DNA polymerase iota (Homo sapiens), Q9UNA4; 1% of 390,000 active; Potency, µM (series often up to 115 µM), for inactives: top-dose activity, negative = inhibition, most hits filed as inhibitors; Pol iota fluorescent replication assay, 10 min
# Target sequence (Q9UNA4 whole entry, looked up): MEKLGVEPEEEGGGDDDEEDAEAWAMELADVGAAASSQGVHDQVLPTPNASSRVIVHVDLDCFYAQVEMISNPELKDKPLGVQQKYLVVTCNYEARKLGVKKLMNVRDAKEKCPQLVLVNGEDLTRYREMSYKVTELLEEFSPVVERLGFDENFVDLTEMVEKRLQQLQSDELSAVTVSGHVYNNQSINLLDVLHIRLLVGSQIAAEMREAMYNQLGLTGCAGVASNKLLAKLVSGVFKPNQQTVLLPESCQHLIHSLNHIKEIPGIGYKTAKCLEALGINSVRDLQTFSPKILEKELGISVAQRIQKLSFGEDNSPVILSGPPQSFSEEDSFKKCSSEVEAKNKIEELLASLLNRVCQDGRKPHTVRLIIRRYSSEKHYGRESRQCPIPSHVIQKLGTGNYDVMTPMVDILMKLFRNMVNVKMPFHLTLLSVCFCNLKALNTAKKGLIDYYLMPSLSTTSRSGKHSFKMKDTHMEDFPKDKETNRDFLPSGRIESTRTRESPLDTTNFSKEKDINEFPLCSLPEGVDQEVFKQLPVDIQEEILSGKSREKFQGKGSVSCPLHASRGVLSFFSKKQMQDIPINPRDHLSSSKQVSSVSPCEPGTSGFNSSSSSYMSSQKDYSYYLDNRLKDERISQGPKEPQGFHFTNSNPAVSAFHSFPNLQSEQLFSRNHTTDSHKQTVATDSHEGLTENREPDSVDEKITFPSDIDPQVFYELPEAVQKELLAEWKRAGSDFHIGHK
#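 Fluorescent replication assay read twice, at 0 min and 10 min after adding 50 nM (final) substrate. Enzyme (10 nM) and compounds were first incubated 15 min at room temperature; enzyme-free buffer wells were negative controls.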
# BAZ2B inh: qHTS Assay for Inhibitors of BAZ2B; 4.4% of 360,000 active; Potency, µM (series often up to 114 µM), for inactives: at the highest dose activity change, negative = inhibition, most hits filed as inhibitors; AlphaScreen BAZ2B-H3K14Ac peptide displacement; Bromodomain adjacent to zinc finger domain protein 2B (Homo sapiens), Q9UIF8; also: % is scaled to controls: 0 for no effect and ±100 for the full control effect; nearly all actives have a fitted effect of over 60% in size
#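 BAZ2B 50 nM plus b-H3(5-23)K14Ac 50 nM, PBS pH 7.4/0.01% Tween-20, 30 min RT; compound added (max 110 uM), 30 min RT; streptavidin donor/Ni-chelate acceptor beads 10 ug/mL final, 20 min dark; AlphaScreen read.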
# GLS inhibitor: qHTS for Inhibitors of Glutaminase (GLS). Glutaminase kidney isoform, mitochondrial (Homo sapiens), O94925. GLS enzymatic activity, qHTS titration. Potency, µM (series often up to 45.5 µM), for inactives: top-dose activity change, negative = inhibition, actives largely listed as inhibitors. 0.21% of 410,000 active; also: % is scaled to controls: 0 for no effect and ±100 for the full control effect
#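 hKGA in 45 mM KH2PO4 (pH 8.2), 0.02% Tween-20 with compound, then 1mM L-Glutamine (stock as added) plus glutamate oxidase/HRP/Amplex red coupling mix. Fluorescence read initially and after 30 min at RT; signal change reflects glutamate formation.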
# JMJD2A Tudor: qHTS Assay for Inhibitors of JMJD2A-Tudor Domain | Lysine-specific demethylase 4A (Homo sapiens), O75164 | AlphaScreen JMJD2A-Tudor / H3K4me3 peptide binding | Potency, µM (series often up to 114 µM), without a hit: at the highest dose activity change, negative = inhibition, hits mostly inhibitors | 4.4% of 390,000 active | AID 504339, 2011; also: % is scaled to controls: 0 for no effect and ±100 for the full control effect; nearly all actives have a fitted effect of over 50% in size
# BLM inh: qHTS Assay for Inhibitors of Bloom's syndrome helicase (BLM); recombinant BLM DNA unwinding, fluorescence dequenching; RecQ-like DNA helicase BLM (Homo sapiens), P54132; Potency, µM (titrated, usually from 56.1 µM), for the others: at the top dose activity change, negative = inhibition, most hits filed as inhibitors; 0.2% of 350,000 active;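 also: plate controls were vehicle for no effect and no enzyme for full effect; nearly all actives have a fitted effect of over 35% in size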
# HP1b binding inh: HTS for Inhibitors of HP1-beta Chromodomain Interactions with Methylated Histone Tails. AlphaScreen HP1-beta / biotin-H3K9me3 peptide binding. Potency, µM (top dose mostly 114 µM), for inactives: top-dose activity change, negative = inhibition, actives largely listed as inhibitors. 0.56% of 390,000 active; also: nearly all actives have a fitted effect of over 70% in size; inactives centre near 23
#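 Compound inhibition of the preformed complex between 50 nM HP1-beta and 50 nM biotinylated H3K9me3 peptide was read by AlphaScreen. Buffer was PBS pH 7.4 with 0.01% Tween-20. Incubations ran 30 min at room temperature, with 10 ug/mL donor/acceptor beads.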
# G9a block: qHTS Assay for Inhibitors of Histone Lysine Methyltransferase G9a; G9a H3K9 monomethylation, AlphaScreen, 2 h; Potency, µM (series often up to 102 µM), for the others: top-dose activity, negative = inhibition, actives largely listed as inhibitors; 8.8% of 350,000 active; also: % is scaled to controls: 0 for no effect and ±100 for the full control effect; nearly all actives have a fitted effect of over 75% in size
# Target sequence (Q96KQ7 913-1193 limits assumed): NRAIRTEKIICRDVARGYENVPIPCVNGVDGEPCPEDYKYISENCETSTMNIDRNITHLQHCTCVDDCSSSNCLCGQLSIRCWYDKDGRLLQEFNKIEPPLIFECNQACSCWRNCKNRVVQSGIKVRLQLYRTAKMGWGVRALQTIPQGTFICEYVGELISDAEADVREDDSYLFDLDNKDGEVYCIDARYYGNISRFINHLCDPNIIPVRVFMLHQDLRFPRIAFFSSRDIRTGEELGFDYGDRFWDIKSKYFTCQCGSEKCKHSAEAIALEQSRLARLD
#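 Enzyme 20 nM + cpd, 15 min RT; add b-H3K9 pep 500 nM / SAM 20 uM; 2 h RT; anti-H3K9me1 Ab 0.5 ug/mL + SA donor / anti-rabbit acceptor beads 20 ug/mL each, 10 min; AlphaScreen read.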
# * marks the source's active call; other numbers are inactive results; i = inactive; ? = inconclusive; / = no result given; [ ] = dose if it differs, or a comment. Unless noted, calls follow the shape of the dose curve; as a rule, active = well fitted curve in the direction sought with a large enough effect; inconclusive = small, poorly fitted or top-dose-only effect, or another doubt; inactive = no such curve, though single readings can be large; an effect the other way counts as inactive or inconclusive. Potency is read from the fitted curve at half-maximal effect. Only part of the results is shown (hit frequency here may not be typical).
SMILES,Pin1 inhibitor,Tb PGK inh,Pol iota inh,BAZ2B inh,GLS inhibitor,JMJD2A Tudor,BLM inh,HP1b binding inh,G9a block
Cc1ccccc1/C=C1\C(=O)Nc2ccc(F)cc21,2.4%,-3.3%,-15.0%,?,-5.0%,-33.3%,-5.0%,36.8%,-4.0%
COc1ccc(OC)c(-c2csc(NC(=O)CSCC(=O)Nc3cc(C)on3)n2)c1,-0.8%,i,17.0%,-2.6%,-5.2%,-25.3%,/,43.3%[activator],8.2%[12.7 µM]
O=C(/C=C/c1ccco1)Nc1ccccn1,-3.2%,-14.7%,7.3%,4.4%,-11.4%,-12.3%,0.4%,20.8%,12.8%[59 µM]
O=C(NC1CCCCCC1)C1CC(=O)N(Cc2ccccc2)C1 (stereo unspecified),-0.8%,-1.1%,-1.9%,8.1%,-13.9%,-5.0%,-0.2%,52.2%[activator],?
O=C(Cn1c2ccc(F)cc2c2nc3n(c(=O)c21)CCS3)Nc1ccc(Cl)cc1F,26.0%,-3.0%,79.1%[activator],-2.6%,0.0%,-16.8%,-2.0%,2.8%,14.2%
CCCCn1cnc2c(c(CC#N)nn2-c2ccccc2)c1=N,2.2%,2.1%,33.6%[activator],/,-7.3%,-13.2%,/,9.7%,/
CCSCc1nnc(SCC(=O)Nc2nccs2)n1CC,-14.7%,-9.0%,157.5%[activator],-21.5%,-0.3%,-13.7%,-1.1%,-3.8%,1.3%
Cc1ccc(S(=O)(=O)N2CCC(C(=O)OC(C)C(=O)NCc3ccc4c(c3)OCO4)CC2)cc1 (stereo unspecified),3.0%,i,-2.1%,24.6%,-0.4%,-8.9%,0.7%,30.1%,20.0%[59 µM]
O=C(OCC(CO)OC(CO)n1ccc(=O)[nH]c1=O)c1ccccc1 (stereo unspecified),2.6%,i,7.2%,1.1%,15.7%,8.2%,-3.8%,31.6%,-43.4%
CC(C)(C)C(=O)NCCn1ccc2ccccc21,5.0%,5.5%,11.5%,6.1%,-0.2%,-15.3%,0.7%,24.0%,15.8%[59 µM]
Cc1occc1C(=O)NCc1ccccn1,?,-1.9%,7.3%,13.8%,-2.5%,-16.4%,-2.7%,45.6%[activator],?
Oc1ccc(Cl)cc1CNCC1CCCO1 (stereo unspecified),-5.7%,0.2%,14.3%,50.1µM*,36.1%[activator],3.16µM*,1.2%,?,-7.2%[2.33 µM]

# The list goes on; the last 4 above are carried over.
SMILES,Pin1 inhibitor,Tb PGK inh,Pol iota inh,BAZ2B inh,GLS inhibitor,JMJD2A Tudor,BLM inh,HP1b binding inh,G9a block
O=C(OCC(CO)OC(CO)n1ccc(=O)[nH]c1=O)c1ccccc1 (stereo unspecified),2.6%,i,7.2%,1.1%,15.7%,8.2%,-3.8%,31.6%,-43.4%
CC(C)(C)C(=O)NCCn1ccc2ccccc21,5.0%,5.5%,11.5%,6.1%,-0.2%,-15.3%,0.7%,24.0%,15.8%[59 µM]
Cc1occc1C(=O)NCc1ccccn1,?,-1.9%,7.3%,13.8%,-2.5%,-16.4%,-2.7%,45.6%[activator],?
Oc1ccc(Cl)cc1CNCC1CCCO1 (stereo unspecified),-5.7%,0.2%,14.3%,50.1µM*,36.1%[activator],3.16µM*,1.2%,?,-7.2%[2.33 µM]
C/C(=N\OCC(=O)Nc1ccc2c(c1)OCCO2)c1ccc2c(c1)OCCO2,7.0%,-2.1%,20.3%,-15.6%,7.3%,-8.2%,-0.4%,0.2%,?
COc1ccc(-c2cc(C)no2)cc1S(=O)(=O)Nc1cccc(C)c1,-8.9%,-6.5%,26.0%,-5.3%,4.9%,-11.2%,-4.6%,18.6%,-8.9%[59 µM]
CC(=O)N1CCc2c(sc3c2c(=O)n(-c2ccccc2)c(=O)n3CC(=O)NCC2CCCO2)C1 (stereo unspecified),-1.2%,8.8%,10.4%,3.9%,-3.1%,-4.1%,-1.6%,28.9%,1.4%
CCn1c(C)nc2cc(C(=O)NNC(=O)CCC3CCCCC3)ccc21,-3.1%,-2.9%,127.1%[activator],25.0%,24.8%,8.4%,3.6%,53.3%[activator],4.4%[59 µM]
O=S(=O)(c1ccc(Cl)cc1)c1cnc(-c2cccnc2)nc1-c1ccccc1,-5.9%,-3.7%,37.1%,-2.1%,2.8%,-5.4%,-1.3%,23.2%,15.8%
c1ccc(Cn2c(Nn3cnnc3)nc3ccccc32)cc1,-3.6%,i,10.7%,7.3%,-7.0%,-13.0%[11.4 µM],-1.6%,27.7%,?
Cc1cccc(C)c1OCC(=O)Nc1nc(-c2ccc(Br)cc2)ns1,16.5%,-2.9%,16.1%,11.3%,2.9%,30.1%,-8.7%,93.9%[activator],6.9%[59 µM]
O=c1cc(C(F)F)oc2c1ccc1ccccc12,-4.0%,-13.3%,-17.1%,3.7%,-3.8%,-16.0%,-0.7%,9.4%,-26.3%[59 µM]
NCCCCCc1cn([C@@H](CO)C(=O)NCCCCCCCCCCC(=O)N2CCNCC2)nn1,3.9%,-3.0%,-8.4%,3.5%,1.4%,-16.0%,/,13.7%,-2.4%[12.7 µM]
Cc1nn(C)cc1C(C)Nc1nc2nonc2nc1N1CCCCC1 (stereo unspecified),4.2%,1.1%,-2.2%,1.1%,7.3%,-10.3%,-4.7%,37.4%,7.0%
CN(C)S(=O)(=O)c1ccc(C(=O)NCCSc2c(-c3ccccc3)[nH]c3ccccc23)cc1,12.9%,i,-20.1%,-12.0%,-2.2%,-24.6%,-4.1%,-3.7%,-10.0%[59 µM]
CC(=O)N1CC2(CC(=O)OC(C)C)CN(C(C)=O)CC(CC(=O)OC(C)C)(C1)C2=O,?,-12.9%,8.2%,-4.5%,1.3%,-1.9%,-2.6%,20.4%,8.6%[59 µM]
O=C(Nc1ccc(Cl)c(S(=O)(=O)N2CCOCC2)c1)C1=NN(c2ccccc2)C(=O)CC1,-0.4%,0.2%,80.0%[activator],/,28.1%,-28.8%,/,7.1%,/
O=C1NCCN1CCN1C(=O)c2ccccc2NC1c1ccccc1 (stereo unspecified),1.5%,-5.3%,4.4%[58.9 µM],-2.2%,-4.1%,0.4%,-3.4%,8.6%,-1.3%
C=CC[C@@H](Cc1ccc(F)cc1)C(=O)OC[C@@H]1CCCN1C(=O)[C@H](CC=C)CC(=O)N[C@H](CO)Cc1ccccc1,-3.3%,-9.7%,0.7%,/,-0.2%,-25.4%,/,43.5%[activator],/
CCCc1cc(=O)[nH]c(SCC(=O)c2cc(C)n(-c3c(C)n(C)n(-c4ccccc4)c3=O)c2C)n1,3.0%,8.5%,91.3%[activator],/,-9.2%,-8.0%,1.7%,14.8%,-0.9%
CC(=O)OCCNc1cc(Sc2nc3ccccc3[nH]2)c2nonc2c1[N+](=O)[O-],?,-2.4%,?,?,?,56.2µM*,-23.1%,?,3.98µM*
Cc1ccc(C(=O)NC(=S)NCc2ccccc2)cc1,-4.9%,-2.2%,5.4%,-32.3%,1.1%,-24.0%,-10.4%,5.3%,?
CC(C)OC(=O)c1ccc(OC(=O)c2cccnc2)cc1,-2.9%,-7.3%,45.7%[activator],46.4%[activator],2.1%,7.5%,2.0%,50.5%[activator],-26.7%[59 µM]
CCc1ccccc1NC(=O)c1noc2c1CC(C(C)(C)C)CC2 (stereo unspecified),-0.8%,i,12.4%,39.6%[activator],-2.3%,38.2%[activator],-11.7%,89.6%[activator],32.6%[59 µM]
C=C(C)CNC(=O)c1ccc2nc(Cc3ccc(OC)cc3)oc2c1,-0.5%,i,39.1%[activator],4.0%,-10.8%,-4.1%,-0.4%,39.9%[activator],-163.2%
Cc1ccc(-c2cc(C(F)(F)F)n3ncc(-c4ccc(Cl)cc4)c3n2)cc1,-6.0%,-6.0%,8.8%,-6.7%,-8.6%,-9.0%,-2.6%,17.8%,-22.5%[59 µM]
COc1cccc(NC(=O)CSc2nc3c([nH]c4ccccc43)c(=O)n2-c2cccc(Cl)c2)c1,19.4%,-10.5%,31.1%[activator],-3.7%,1.8%,-26.5%,-7.7%,8.7%[57 µM],5.5%[59 µM]
NC(=O)CC1C(=O)N(c2ccccc2)C(=S)N1NC(=O)c1ccccc1 (stereo unspecified),6.8%,2.6%,-6.0%,2.9%,3.0%,-4.2%,-5.3%,17.9%,19.0%
CN(C)S(=O)(=O)N1CCN(Cc2ccccc2)CC1,-8.6%,i,-7.4%[58.9 µM],-4.2%,1.4%,-17.9%,-1.9%,22.7%,-4.9%[12.7 µM]
COCCN(C(=O)c1cc(-c2ccccc2Cl)nc2ccccc12)c1c(N)n(CC(C)C)c(=O)[nH]c1=O,0.8%,5.8%,-14.7%,/,-2.6%,-6.7%,/,27.0%,/
CC(=O)Nc1ccccc1NS(=O)(=O)c1ccc(Cl)cc1,-3.7%,3.6%,-1.5%,3.7%,-2.2%,4.5%,-1.0%,32.5%,-1.3%
Nc1nnc(Cc2ccccc2F)s1,0.6%,-3.0%,50.8%[activator],0.6%,6.8%,-13.3%,-3.9%,18.2%,7.6%
c1ccc(OCCSc2nc3ccccc3o2)cc1,5.7%,/,-1.1%,362.5%[activator],7.8%,225.6%[activator],-3.7%,307.6%[activator],107.6%[activator][59 µM]
O=C(N/N=C1/CCSC1)c1cc(Br)ccc1O,0.5%,13.1%,46.2%[activator],8.9%,15.7%,-8.1%,-5.1%,3.3%,21.0%[59 µM]
